Assay outcomes as filed in PubChem.
S1P4 ag – activates the human S1P4 receptor | O95977 | S1P4-expressing cell line, agonist reporter assay | activation, % at 4.98 µM | 0.35% of 220,000 active | AID 1509; in the data active means activation above about 11%;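 further: 0% = DMSO vehicle and 100% = reference agonist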
Ba/F3 V617F tox – loss of viability in JAK2V617F-driven Ba/F3 cells. Ba/F3 EpoR-JAK2V617F viability, ATP luminescence. inhibition, % at 5.6 µM. 1.1% of 220,000 active;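 active means inhibition above the campaign mean plus 3 SD over all tested compounds, cut at about 24% in these data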;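 further: cytokine-independent growth of Ba/F3 cells driven by EpoR plus mutant JAK2; 0% = DMSO-treated cells and 100% = JAK inhibitor I control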
zfTRPN1 agonist – agonists of zebrafish TRPN1 channel. HEK293 zebrafish TRPN1-YFP, Fluo-8 calcium fluorescence; 100% = response to 87 µM carbachol. activation, % at 3 µM. 0.18% of 220,000 active;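 active means activation above its plate's cutoff, the mean activation of test wells on that plate plus 3 SD, cut at about 19% in these data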;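 further: 0% = DMSO alone and 100% = 87 µM carbachol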
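Material: zebrafish TRPN1-YFP in HEK293 cells. Doses: one dose of 3 µM, 0.3% DMSO. Incubation: dye 1 h 37 °C plus 30 min RT. Measured by: intracellular calcium fluorescence with Fluo-8.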
m-calpain inh – inhibitors of pig calpain II | purified calpain II, fluorogenic peptide substrate, 30 min | inhibition, % at 16 µM | 0.37% of 220,000 active;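 active means inhibition above about 50%, limit read from the data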
TRPML3 agonist – activates the human TRPML3 channel; HEK293 TRPML3-YFP, Fluo-8 calcium fluorescence; 100% = the carbachol control signal; activation, % at 3 µM; Q8TDD5; 0.29% of 220,000 active;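 active means activation above its plate's cutoff, the mean activation of the plate's test wells plus 3 SD, cut at about 12% in these data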;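 further: 0% = DMSO only wells and 100% = carbachol wells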
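Test system: HEK293 cells stably carrying human TRPML3-YFP; Doses: single dose, 3 µM final nominal compound, 0.3% DMSO final; Schedule: dye loading 1 h 37 °C then 30 min ambient, 125 s read; Technique: Fluo-8 calcium fluorescence; Benchmarks: high control carbachol 87 µM, low control DMSO.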
PERK inh – blocks human PERK kinase. Q9NZJ5. CHO PERK-DD fusion, SEAP luminescence translation reporter. inhibition, % at 5.6 µM. 0.17% of 220,000 active. AID 1416;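 active means inhibition above the mean inhibition of all tested compounds plus 3 SD, set separately per screening campaign, cut at about 2.9% in these data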;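 further: PERK kinase domain activated by AP20187 dimerizer at 100 nM; 0% = DMSO with dimerizer and 100% = rapamycin at 8.4 µM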
Target sequence (Q9NZJ5 whole entry, looked up, the tested form may be a part): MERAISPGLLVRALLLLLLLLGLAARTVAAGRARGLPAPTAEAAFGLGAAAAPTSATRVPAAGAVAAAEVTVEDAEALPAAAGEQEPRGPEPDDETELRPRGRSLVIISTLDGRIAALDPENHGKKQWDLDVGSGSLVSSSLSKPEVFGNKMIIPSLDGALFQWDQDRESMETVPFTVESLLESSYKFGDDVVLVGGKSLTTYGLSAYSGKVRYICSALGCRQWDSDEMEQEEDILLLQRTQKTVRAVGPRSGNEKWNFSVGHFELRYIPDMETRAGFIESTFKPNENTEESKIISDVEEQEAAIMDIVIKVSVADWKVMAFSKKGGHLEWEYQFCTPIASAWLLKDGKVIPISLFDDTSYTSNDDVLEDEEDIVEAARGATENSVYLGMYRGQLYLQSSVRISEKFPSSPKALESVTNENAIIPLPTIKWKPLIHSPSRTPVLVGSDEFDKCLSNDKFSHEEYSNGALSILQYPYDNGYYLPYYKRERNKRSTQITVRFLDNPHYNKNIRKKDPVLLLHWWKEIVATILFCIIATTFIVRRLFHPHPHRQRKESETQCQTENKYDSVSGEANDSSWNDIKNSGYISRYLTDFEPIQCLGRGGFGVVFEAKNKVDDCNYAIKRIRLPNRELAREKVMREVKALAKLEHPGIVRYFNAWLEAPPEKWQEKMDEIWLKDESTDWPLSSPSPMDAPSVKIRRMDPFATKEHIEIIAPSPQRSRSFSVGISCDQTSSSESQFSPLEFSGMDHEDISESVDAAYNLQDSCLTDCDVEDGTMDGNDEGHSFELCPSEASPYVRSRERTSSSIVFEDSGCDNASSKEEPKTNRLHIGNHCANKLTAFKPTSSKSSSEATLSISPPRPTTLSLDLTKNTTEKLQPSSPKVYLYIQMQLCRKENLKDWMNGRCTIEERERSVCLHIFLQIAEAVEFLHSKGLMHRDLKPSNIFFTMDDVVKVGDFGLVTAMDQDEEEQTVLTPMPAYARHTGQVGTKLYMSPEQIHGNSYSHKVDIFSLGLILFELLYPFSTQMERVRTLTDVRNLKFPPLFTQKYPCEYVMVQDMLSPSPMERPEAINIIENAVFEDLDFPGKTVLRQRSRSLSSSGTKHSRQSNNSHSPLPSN
S1P4 antagonist – antagonists of human S1P4 receptor. O95977. S1P4-expressing cells, antagonist mode, reporter read-out. inhibition, % at 4.98 µM. 0.26% of 220,000 active; in the data active means inhibition above about 29%;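 further: 0% = wells stimulated with agonist and 100% = vehicle wells without agonist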
EP2 modulator – EP2 receptor (human) modulation. 0.83% of 260,000 active. P43116. EP2-expressing cells, cAMP HTRF FRET, PGE2 co-stimulation. induction, % at 25 µM. AID 940;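 active means compounds whose cAMP rise, as percent of the full-agonist control response, exceeds 60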;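 further: rat C6 glioma line stably carrying human EP2 under a CMV promoter; the protocol text gives 20 µM as final concentration; 100% = response of wells given 1 µM PGE2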
BaF3 tox – parental Ba/F3 viability inhibition as JAK2V617F counter-screen. CellTiter-Glo ATP luminescence. inhibition, % at 5.6 µM. 1.1% of 220,000 active;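 active means inhibition above a per-campaign cutoff, the mean inhibition of all tested compounds plus 3 SD, cut at about 27% in these data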;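 further: 0% = DMSO wells and 100% = JAK Inhibitor I control wells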
The depositor's hits bear a star; & = joins results of further samples.

SMILES	S1P4 ag	Ba/F3 V617F tox	zfTRPN1 agonist	m-calpain inh	TRPML3 agonist	PERK inh	S1P4 antagonist	EP2 modulator	BaF3 tox
O=C(NCCN1CCN(c2ccccc2)CC1)C1(S(=O)(=O)c2ccc(Cl)cc2)CC1	-1.6	-2	-0.5	-8	-0.1	-0.6	2	12	6
Cc1cccc(C)c1NC(=O)CCCSc1nnc(-c2ccc(F)cc2)n1-c1ccccc1	0.0	8	2.0	5	-0.1	-1.1	-13	27	6
CCC(Sc1nnc(-c2ccc(C)c(Cl)c2)n1CC)C(=O)Nc1nccs1 (centres undefined)	-0.8	-2	1.1	23	1.8	-0.9	-7	3	-1
Cc1cccc(CN2CCC(CNC(=O)CSc3cc(=O)n(C)c4cc(Cl)ccc34)CC2)c1	-1.2	2	0.3	-4	-0.3	0.2	11	-1	-16
COc1ccc(C)cc1C(=O)CCC(=O)NC1CCCCC1	1.2	-2	0.3	-41	0.5	0.5	-11	-4	2
CCOc1ccc(-n2c(C)nc3c(cnn3-c3ccc(Cl)cc3)c2=O)cc1	-1.2	0	-2.0	12	0.8	1.7	-24	30	5
CCCOC(=O)NC(CC)COC(=O)Nc1cccc(C)c1C (centres undefined)	-2.1	-5	-0.5	-1	0.1	-0.1	-12	-27	-1
O=C(c1ccc(Cl)cc1)N1CCC(O)(CSc2ccccc2)CC1	4.5	-1	0.8	-14	0.8	0.0	-21	-25	-1
CCOC(=O)c1cc(-c2cccc([N+](=O)[O-])c2)n[nH]1	0.8	-1	0.1	13	0.6	1.4	0	-46	6
CC(C)CC(c1nnnn1CC1CCCO1)N1CCN(Cc2ccc3c(c2)OCO3)CC1 (centres undefined)	1.4	2	-0.2	18	-0.3	-0.6	-7	6	5
Cc1cccc(N(C(=O)CCC(=O)Nc2cc(C)on2)C(C(=O)NC2CCCC2)c2ccc(C)o2)c1 (centres undefined)	-0.1	2	1.1	10	0.1	0.7	14	-2	2
Fc1ccccc1CNc1ccc(Cl)cc1	-2.5	3	-0.5	4	-1.5	0.8	5	35	-2
CNC(=O)COC(=O)c1ccc(Cl)c(S(N)(=O)=O)c1	0.1	2	2.6	8	0.3	1.8	16	14	1
COc1ccc(NC(=O)c2c(C)cc(=O)oc2C)c(OC)c1	-1.7	-1	-0.1	-2	-0.5	1.4	-7	14	4
O=C(OCc1ccc(Cl)c(Cl)c1)c1ccccn1	-4.0	-5	-0.9	-14	-0.1	1.0	-12	-31	2
O=C1C2CCCN2C(c2ccccc2F)N1c1cccc(Cl)c1 (centres undefined)	-2.5	0	-1.6	6	-0.6	0.6	-26	12	10
CC(C)N1CCN(Cc2cccn2-c2cccnc2)CC1CCO (centres undefined)	1.7	-5	1.1	-42	-0.7	0.5	-21	27	5
O=C(CSc1ncnc2nc[nH]c12)Nc1ccc(Br)cc1Cl	2.4	5	4.3	-17	1.0	0.2	-6	-21	5
O=C(NCc1ccncc1)C1CCN(S(=O)(=O)Cc2ccccc2)CC1	1.3	1	1.5	-7	1.0	0.2	4	18	2
COc1ccccc1CNC(=O)c1cnn2c(C(F)F)cc(C)nc12	-0.9	2	-0.3	-40	-0.2	-2.4	-1	27	6
COc1ccc(CNc2nc(SCC(=O)NCc3ccco3)nc3ccccc23)cc1	0.1	-1	-1.1	-8	-1.4	-1.0	-6	-7	4
CCCCC(NC(=O)c1ccc(Cl)cc1)C(=O)O (centres undefined)	-1.1	7	0.4	-13	0.6	0.6	-11	11	8
COC(=O)c1c(C(=O)OC)c(-c2ccc(Cl)c(Cl)c2)n2c1CCC2	4.9	3	-2.4	1	-0.9	-0.1	2	47	4
Cn1c(SCC(=O)NC2CCCC2)nnc1-c1ccc(S(=O)(=O)N2CCOCC2)cc1	-0.8	-2	0.2	-5	0.0	0.4	-6	25&-64	3
COC(=O)c1ccc(/C=N/Nc2nc(-c3ccccc3)cs2)cc1	8.2	0	1.5	-32	0.8	1.1	-20	-4	9
Cc1oc2ccccc2c1-c1cn2c(n1)SCC2	-0.5	-1	-0.2	-448	0.7	1.7	-4	-10	6
CN(C)C(=O)c1cc([N+](=O)[O-])ccc1O	1.7	0	0.2	25	1.0	0.2	-10	14	6
Oc1ccc(/C=N/n2c(-c3ccco3)csc2=Nc2cccnc2)c(O)c1	2.1	9	-1.6	-18	-0.8	-0.5	-12	-1	2
O=C(Oc1ccccc1C(=O)N1CCOCC1)c1ccc(F)cc1	0.8	-3	0.5	4	0.1	1.0	8	17	-1
COc1cc(N2CCCC2)c(OC)cc1/C=C(/C#N)c1ccc(Br)cc1	2.8	-1	-0.9	16	0.7	-0.9	-13	16	2
Cc1ccc(/C=c2\sc3n(c2=O)CN(c2cccc(Br)c2)CN=3)o1	0.2	0	-0.1	-50	0.4	1.3	-17	10	8
Cc1ccc2nc(-c3ccc(NS(C)(=O)=O)cc3)cc(-c3ccccc3)c2c1	-4.6	2	0.9	-42	0.2	0.5	-8	46	8
COc1ccc([N+](=O)[O-])c(S(=O)(=O)c2ccc(Cl)cc2)n1	-1.4	43*	0.9	9	2.2	0.2	93*	-72	-7
CC(Sc1nc2ccccc2c(=O)n1Cc1ccco1)C(=O)c1ccccc1 (centres undefined)	1.3	-3	0.9	16	0.5	0.9	-9	60	-2
O=C(Oc1coc(CSc2nnc(NC(=O)C3CC3)s2)cc1=O)c1c(F)cccc1F	-0.1	3	0.9	20	-0.3	0.4	1	7	8
COc1ccccc1-n1cnnc1SCC(=O)Nc1nc(C)c(Cl)cc1Cl	0.9	-3	0.3	-16	0.2	-0.3	-22	2	4

3 of the compounds above, with values under each structure.
Values run as follows: S1P4 ag	Ba/F3 V617F tox	zfTRPN1 agonist	m-calpain inh	TRPML3 agonist	PERK inh	S1P4 antagonist	EP2 modulator	BaF3 tox
O=C(Oc1ccccc1C(=O)N1CCOCC1)c1ccc(F)cc1
 : 0.8	-3	0.5	4	0.1	1.0	8	17	-1
COC(=O)c1ccc(/C=N/Nc2nc(-c3ccccc3)cs2)cc1
 : 8.2	0	1.5	-32	0.8	1.1	-20	-4	9
Cc1oc2ccccc2c1-c1cn2c(n1)SCC2
 : -0.5	-1	-0.2	-448	0.7	1.7	-4	-10	6

Further results
SMILES	S1P4 ag	Ba/F3 V617F tox	zfTRPN1 agonist	m-calpain inh	TRPML3 agonist	PERK inh	S1P4 antagonist	EP2 modulator	BaF3 tox
Cc1ccc(-c2nnc(SCC(=O)Nc3ccc(S(=O)(=O)N4CCCCCC4)cc3)o2)cc1	1.1	3	1.7	3	0.3	0.8	4	-11	3
CCCn1c(N)c(C(=O)CSc2nnc(-c3cccnc3)n2-c2ccc(C)cc2C)c(=O)[nH]c1=O	3.8	2	0.4	21	0.3	-0.2	0	11	6
O=C(Cc1ccccc1)NC(=S)Nc1ccc2oc(-c3ccccc3)nc2c1	0.8	2	0.1	11	0.9	0.9	-17	10	6
CCCc1ccc(OC(=O)c2cccs2)cc1	1.3	-1	1.6	-3	0.3	0.1	-5	20	5
Cc1ccc(S(=O)(=O)Nc2cc(=O)[nH]c(SCC(=O)Nc3cccc(C)c3)n2)cc1	2.0	-3	0.7	10	0.5	-1.3	-3	3	-3
CSCCCNC(=S)N1CCN(c2ccc(C(C)=O)cc2)CC1	1.0	1	3.0	-2	1.4	-0.1	-4	-57	12
CC(C)CNC1=C(C(=S)Nc2ccccc2)C(=O)CC(C)(C)C1	-3.4	8	0.9	23	0.4	-0.1	-6	17	13
Cc1ccccc1NC(=O)CC1c2ccccc2CC(C)(C)N1C (centres undefined)	4.4	0	0.0	-14	0.1	0.0	0	16	3
COc1ccc(C(=O)O)cc1S(=O)(=O)N(C)CCc1cccnc1	0.3	0	2.4	-37	0.9	1.1	-9	18	5
Cc1c(C(=O)O)oc2c1ccc1ccccc12	1.1	-1	1.0	-3	0.4	2.2	-3	-1	4
COc1ccc2c(c1)c(=O)c(C(=O)c1ccccc1)cn2Cc1ccccc1	4.9	3	-1.8	10	-0.4	-0.6	-8	-8	4
CCOC(=O)Cn1cc(C=O)c2ccccc21	1.3	-5	0.3	-55	0.3	1.1	-2	-68	1
CC(=O)N1CCN(C(=O)CC2OC(=O)c3ccccc32)CC1 (centres undefined)	1.7	4	2.0	-6	0.9	-0.5	-9	9	0
O=C(NCC(=O)N(c1cccnc1)C(C(=O)NC1CCCCC1)c1cccnc1)c1ccco1 (centres undefined)	-3.2	1	0.1	-19	0.8	0.0	-8	3	5
Cc1ccc(C2(CCNS(=O)(=O)c3ccc(C)cc3)CCOC(C(C)C)C2)cc1 (centres undefined)	-3.3	-3	-0.8	22	-0.4	-0.3	-4	23	-2
CCn1nc(C)c(/C=N/NC(=O)CSc2ccccn2)c1C	0.0	3	1.0	-12	0.7	0.8	14	-10	-1
O=C(Cc1ccc(-n2cccc2)cc1)N1CCN(c2ccccc2F)CC1	-1.6	-1	-1.9	-10	-0.7	-0.6	-12	0	0
Cc1ccc(NC(=O)CN2CCCCCC2)cc1[N+](=O)[O-]	2.1	-3	-1.3	7	-1.1	0.4	-3	-1	9
COc1ccc(NC(=O)N2CCN(c3ccc([N+](=O)[O-])cc3)CC2)cc1	-0.1	0	5.6	-45	3.6	-0.1	-11	-13	9
O=C(NCC1CCCO1)c1cccc(NC(=O)c2ccco2)c1 (centres undefined)	1.1	3	1.2	-20	1.2	-1.1	-8	-2	2
CCOC(=O)Nc1c2ccccc2nc2ccccc12	3.9	0	0.0	-307	1.0	-1.0	-33	-28	2
O=C(O)c1c(N2CCCCC2)ccc([N+](=O)[O-])c1N1CCCCC1	1.1	2	0.1	9	-0.5	1.4	15	-13	-1
Cc1ccc2c(c1)c(N=NC(N)=O)c(O)n2C	-1.4	-1	-2.2	-18	0.1	1.9	8	-6	2
CCCCc1ccc(NC(=O)COCC)cc1	-0.2	-4	-0.8	21	0.0	-0.3	-4	20	2
O=C(COc1ccccc1)N(Cc1cccs1)C1CCS(=O)(=O)C1 (centres undefined)	-1.4	-2	1.4	2	-0.2	-0.5	1	0	-2
O=C(N=Nc1c(O)[nH]c2ccccc12)c1cc(-c2ccc(F)cc2)n[nH]1	-0.2	3	0.0	-81	0.9	-0.5	14	-26	1
Cc1ccc(NNC(=O)c2cccs2)cc1Cl	0.1	3	-1.2	-7	-0.8	-0.5	-2	-51	3
O=C(NC1CCCCCCC1)NC1CCCCC1	-0.2	1	-1.8	6	-0.8	0.4	-10	1	2
COc1ccc2nc(Cl)c(/C=N/Nc3ccccn3)cc2c1	0.5	5	-0.2	-17	1.1	-0.5	-12	-17	8
COc1ccc(C(=O)N/C(N)=N/c2nc3ccccc3o2)cc1	1.2	-4	-0.1	-49	1.1	0.9	-2	-1	-3
CCCOc1ccc(N2C(=O)CC(N(CCc3ccccc3)C(=O)c3ccccc3)C2=O)cc1 (centres undefined)	1.5	4	0.9	4	1.4	-0.7	-13	43	4
CCOc1ccc(C(=O)Oc2ccc(NC(C)=O)cc2)cc1	0.5	-6	1.4	-15	0.6	0.7	-15	-10	-1
O=C(Nc1ccc(Cl)cc1)C1CC=CCC1C(=O)OCC(F)(F)C(F)F (centres undefined)	-2.4	3	0.3	-23	-0.3	0.6	1	-4	4

A portion from the list above, for reference:
SMILES	S1P4 ag	Ba/F3 V617F tox	zfTRPN1 agonist	m-calpain inh	TRPML3 agonist	PERK inh	S1P4 antagonist	EP2 modulator	BaF3 tox
O=C(COc1ccccc1)N(Cc1cccs1)C1CCS(=O)(=O)C1 (centres undefined)	-1.4	-2	1.4	2	-0.2	-0.5	1	0	-2
O=C(N=Nc1c(O)[nH]c2ccccc12)c1cc(-c2ccc(F)cc2)n[nH]1	-0.2	3	0.0	-81	0.9	-0.5	14	-26	1

Not a hit list; overall some 3.6% were active at least once.
